From PubChem BioAssay
SENP8 block-1: SENP8 protease inhibitors, primary screen, biochemical, luminescence | purified SENP8, Z-RLRGG-aminoluciferin cleavage | inhibition, % at 10 µM | AID 2540, 2010 | Sentrin-specific protease 8 (Homo sapiens), Q96LD8 | hit rate 1.2% among 330,000; in the data active = inhibition above about 50%
Target sequence (Q96LD8 whole entry, looked up): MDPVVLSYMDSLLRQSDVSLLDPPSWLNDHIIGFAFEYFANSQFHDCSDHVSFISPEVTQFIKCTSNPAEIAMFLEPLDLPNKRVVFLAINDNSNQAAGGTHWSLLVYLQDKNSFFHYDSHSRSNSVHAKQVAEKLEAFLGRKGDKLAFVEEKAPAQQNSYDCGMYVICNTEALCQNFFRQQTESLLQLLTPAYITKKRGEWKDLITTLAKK
SENP1 FRET inh: human SENP1 catalytic domain inhibitors, primary screen, biochemical, FRET, uHTS; recombinant SENP1 catalytic domain, CyPet-SUMO1-YPet FRET cleavage; hit rate 0.21% among 360,000; inhibition, % at 10 µM; Sentrin-specific protease 1 (Homo sapiens), Q9P0U3;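 active = inhibition at least 30% at 10 µM, raw YFP signal under a set limit, fluorescence ratio 0.5 to 1.5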;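 also: 0% = enzyme with DMSO and 100% = no enzyme wells; some results filed as inactive read as strong as hits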
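Controls: no-enzyme wells low, DMSO-plus-enzyme wells high control. Test system: human recombinant His6-tagged SENP1 catalytic domain enzyme. Reagent: SFCypet-SUMO1-SFYpet FRET protein substrate, 25 nM final. Doses: one dose per compound, 10 µM, 0.5% DMSO. Detection: FRET, CFP and YFP emission. Timing: 50 min reaction at room temperature.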
SENP8 block-2: human SENP8 protease inhibitors, primary screen, biochemical, fluorescence, Nedd8 protein substrate, uHTS; AID 602440, 2012; inhibition, % at 20 µM; hit rate 0.64% among 360,000; recombinant SENP8; Sentrin-specific protease 8 (Homo sapiens), Q96LD8; in the data active = inhibition mostly above about 40%, no sharp cut-off; inactive = mostly below about 27%
Apaf-1 inh: inhibitors of human Apaf-1 apoptosome, primary screen, biochemical, DEVD-Rh110 fluorescence, uHTS; reconstituted apoptosome caspase-3 activity; AID 489030, 2010; hit rate 0.71% among 330,000; Apoptotic protease-activating factor 1 (Homo sapiens), O14727; inhibition, % at 20 µM; active = inhibition of at least 40% at 20 µM;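 also: plate controls were DMSO wells for no effect and DEVD-CHO caspase inhibitor wells for full effect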
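Material: reconstituted apoptosome with Apaf-1, cytochrome c, caspase-9, procaspase-3, dATP / Buffer or medium: pH 7.5 Hepes buffer with CHAPS, BSA, DTT / Also added: cytochrome c with DEVD-Rh110 / Schedule: compound with Apaf-1, dATP, procaspase-3 30 min, then 50 min reaction, room temperature / Technique: rhodamine 110 fluorescence at Ex 480/Em 540 nm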
HKDC1 inh: HKDC1 hexokinase inhibitors, primary screen, biochemical, fluorescence, uHTS | Q2TB90 | recombinant HKDC1, G6PDH/diaphorase resazurin coupled fluorescence | inhibition, % at 20 µM | hit rate 0.16% among 340,000 | AID 493160, 2011;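 active = inhibition above about 35% when tested at 20 µM, limit read from the data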;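 also: plate controls were DMSO wells with enzyme for no effect and DMSO wells lacking enzyme for full effect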
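Assay system – recombinant HKDC1 (HK5) hexokinase enzyme, produced in-house · Input – HKDC1 at 5 µg/mL · Reagent – glucose plus 1 mM ATP as hexokinase substrates · Timing – 90 min reaction incubation at room temperature, dark · Measured by – G6PDH/diaphorase-coupled fluorescence, 1 mM NADP, 100 µM resazurin, 525/613 nm · Benchmarks – DMSO-enzyme wells negative, buffer-substituted wells positive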
SENP7 inh: SENP7 protease inhibitors, primary screen, biochemical, luminescence, uHTS. AID 434973, 2010. Sentrin-specific protease 7 (Homo sapiens), Q9BQF6. hit rate 1.5% among 330,000. recombinant SENP7, Z-RLRGG-aminoluciferin luminescence, 40 min. inhibition, % at 5 µM;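 active = inhibition above about 50% at the single test dose, limit read from the data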;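 also: plate controls were DMSO with enzyme for no effect and no enzyme buffer wells for full effect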
Target sequence (Q9BQF6 706-1050 limits assumed): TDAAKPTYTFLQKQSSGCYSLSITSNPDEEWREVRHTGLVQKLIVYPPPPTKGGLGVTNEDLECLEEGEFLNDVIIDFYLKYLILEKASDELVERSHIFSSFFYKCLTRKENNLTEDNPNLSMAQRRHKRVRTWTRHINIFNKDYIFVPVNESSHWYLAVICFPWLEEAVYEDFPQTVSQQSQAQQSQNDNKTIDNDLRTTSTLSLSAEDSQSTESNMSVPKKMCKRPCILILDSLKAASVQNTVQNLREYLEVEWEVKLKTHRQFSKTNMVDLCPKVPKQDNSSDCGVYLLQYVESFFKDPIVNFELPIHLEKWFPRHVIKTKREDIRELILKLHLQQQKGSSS
PfGluPho inh: PfG6PD enzyme inhibitors, primary screen, biochemical, fluorescence intensity, uHTS. glucose-6-phosphate dehydrogenase-6-phosphogluconolactonase (Plasmodium falciparum 3D7). PfGluPho enzyme, NADPH resazurin-diaphorase fluorescence. inhibition, % at 20 µM. hit rate 0.78% among 350,000;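 active = inhibition reaching at least a set limit at 20 µM in the primary screen, cut at about 59% in these data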;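 also: 0% = DMSO wells with substrate and 100% = DMSO wells lacking glucose-6-phosphate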
NALP3 yeast inh: NALP3 inflammasome inhibitors in reconstituted yeast, primary screen, luminescence, uHTS; Yeast reconstituted NLRP3/ASC/caspase-1, beta-gal luminescence, 24 h; inhibition, % at 10 µM; hit rate 0.39% among 330,000;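 active = inhibition of 50% or more; inactive = inhibition below 50%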;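 also: plate controls were induced DMSO wells for no effect and uninduced yeast grown without galactose for full effect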
SENP6 inh: SENP6 protease inhibitors, primary screen, biochemical, luminescence, uHTS | hit rate 1.8% among 330,000 | Sentrin-specific protease 6 (Homo sapiens), Q9GZR1 | Recombinant SENP6 catalytic domain, aminoluciferin luminescence | inhibition, % at 10 µM;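 active = inhibition above about 50% at the single tested dose, limit read from the data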;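 also: plate controls were DMSO wells with enzyme for no effect and DMSO wells lacking enzyme for full effect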
Target sequence (Q9GZR1 628-1112 limits assumed): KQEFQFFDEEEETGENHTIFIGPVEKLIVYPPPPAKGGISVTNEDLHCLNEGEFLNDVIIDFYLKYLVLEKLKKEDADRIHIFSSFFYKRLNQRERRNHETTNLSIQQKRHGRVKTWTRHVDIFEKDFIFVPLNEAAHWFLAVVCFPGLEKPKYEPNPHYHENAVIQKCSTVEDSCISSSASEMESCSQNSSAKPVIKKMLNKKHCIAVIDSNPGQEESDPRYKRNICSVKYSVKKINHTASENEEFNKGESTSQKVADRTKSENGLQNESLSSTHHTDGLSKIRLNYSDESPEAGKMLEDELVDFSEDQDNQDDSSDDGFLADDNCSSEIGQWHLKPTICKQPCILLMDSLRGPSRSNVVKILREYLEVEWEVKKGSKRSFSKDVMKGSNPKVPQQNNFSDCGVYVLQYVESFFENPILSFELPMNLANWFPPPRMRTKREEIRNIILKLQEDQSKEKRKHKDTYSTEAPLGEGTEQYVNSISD
* hit, by the source's call; x = no result given.

# | canonical_smiles | SENP8 block-1 | SENP1 FRET inh | SENP8 block-2 | Apaf-1 inh | HKDC1 inh | SENP7 inh | PfGluPho inh | NALP3 yeast inh | SENP6 inh
1 | COc1ccc(N2CCN(C(=O)CCS(=O)(=O)c3ccc4c(c3)NC(=O)CO4)CC2)cc1 | 8 | 0 | 30 | -16 | -4 | 2 | 12 | 2 | 1
2 | CC(C)Cc1c2c([nH]c(=S)c1C#N)CCCC2 | -6 | -1 | 25 | 9 | 5 | -4 | 70* | 18 | -16
3 | CCOc1ccc(NC(C)C(=O)N/N=C/c2ccc([N+](=O)[O-])cc2)cc1 (stereo not given) | 3 | x | x | 3 | x | -4 | x | 5 | -24
4 | CCCOc1ccc2cc(-c3ccccn3)c(=O)oc2c1 | 96* | -88 | -402 | -6 | -4 | 101* | 23 | 40 | 98*
5 | C/C(CC(=O)Nc1cccc(C(F)(F)F)c1)=N\NC(=O)C1CCCCC1 | 0 | 0 | 5 | -9 | -9 | -6 | 12 | 13 | 8
6 | CCN(CC)c1ccc(C(=O)NNC(=O)c2ccc3c(=O)n4c(nc3c2)CCC4)cc1 | 7 | -1 | -87 | -10 | 0 | 1 | 11 | 5 | -3
7 | CC1Cc2cc(/C(O)=C3/C(=O)C(=O)N(Cc4ccncc4)C3c3ccc(N(C)C)cc3)ccc2O1 (stereo not given) | -5 | -80 | -2 | 4 | 0 | 0 | -10 | 20 | 5
8 | O=C(Nc1nc2ccccc2[nH]1)c1cccc([N+](=O)[O-])c1 | -13 | -3 | 5 | -6 | -2 | 26 | 17 | 15 | 2
9 | CC(C)Cn1cnc2c(SCc3ccccn3)nc(N)nc21 | x | 2 | 7 | x | -2 | x | -7 | x | x
10 | CCc1cccc(OCCOCCN2CCCC2)c1 | 3 | -1 | 13 | 6 | -5 | 0 | 0 | -6 | 4
11 | Cc1c(-c2ccc(Cl)cc2)[n+](=O)c(-c2ccccc2)cn1[O-] | -12 | 3 | -29 | -19 | 1 | 4 | 11 | -4 | -4
12 | Cc1ccc(-c2n[nH]c(=S)n2C)cc1 | x | 1 | 9 | x | -3 | x | 18 | x | x
13 | Cc1ccc(S(=O)(=O)/N=C(/NNC(=O)c2cccc(Cl)c2)c2ccccc2)cc1 | 49 | 3 | 10 | 10 | 2 | 68* | -1 | 24 | 78*
14 | CCCc1cc(=O)[nH]c(/N=C(/NC(=O)C(C)N2C(=O)c3ccccc3C2=O)Nc2ccccc2)n1 (stereo not given) | -8 | 1 | 9 | 17 | 0 | -5 | -8 | -10 | -9
15 | COC(=O)c1ccc2c(=O)n(CCN3CCOCC3)c(SCC(=O)c3ccccc3)nc2c1 | 11 | 1 | 0 | -15 | 15 | -1 | 11 | 6 | 0
16 | CCC(C)(C)n1nnnc1CN1CCc2ccccc21 | -3 | -15 | 3 | 7 | -4 | -2 | -1 | 3 | -7
17 | Cc1ccc(/C=N/NC(=O)CN2CCN(Cc3ccccc3)CC2)o1 | 2 | 1 | 1 | -10 | 1 | 5 | 8 | 8 | -48
18 | Cc1ccc(NCc2ccncc2)c(Br)c1 | 12 | 4 | 9 | 2 | 2 | 6 | -13 | -11 | 7
19 | CN(C)C(=O)CSc1nc2ccccc2n1CC(=O)N1CCN(c2ccccc2)CC1 | -3 | 0 | 12 | 5 | 1 | 6 | -14 | -1 | -11
20 | O=C(CN1C(=O)NC2(CCCC2)C1=O)Nc1nc2ccc(F)cc2s1 | -4 | -6 | -3 | 5 | -1 | 2 | -6 | 0 | -3

The last 7 entries of the section above are carried over, then new ones follow:
# | canonical_smiles | SENP8 block-1 | SENP1 FRET inh | SENP8 block-2 | Apaf-1 inh | HKDC1 inh | SENP7 inh | PfGluPho inh | NALP3 yeast inh | SENP6 inh
14 | CCCc1cc(=O)[nH]c(/N=C(/NC(=O)C(C)N2C(=O)c3ccccc3C2=O)Nc2ccccc2)n1 (stereo not given) | -8 | 1 | 9 | 17 | 0 | -5 | -8 | -10 | -9
15 | COC(=O)c1ccc2c(=O)n(CCN3CCOCC3)c(SCC(=O)c3ccccc3)nc2c1 | 11 | 1 | 0 | -15 | 15 | -1 | 11 | 6 | 0
16 | CCC(C)(C)n1nnnc1CN1CCc2ccccc21 | -3 | -15 | 3 | 7 | -4 | -2 | -1 | 3 | -7
17 | Cc1ccc(/C=N/NC(=O)CN2CCN(Cc3ccccc3)CC2)o1 | 2 | 1 | 1 | -10 | 1 | 5 | 8 | 8 | -48
18 | Cc1ccc(NCc2ccncc2)c(Br)c1 | 12 | 4 | 9 | 2 | 2 | 6 | -13 | -11 | 7
19 | CN(C)C(=O)CSc1nc2ccccc2n1CC(=O)N1CCN(c2ccccc2)CC1 | -3 | 0 | 12 | 5 | 1 | 6 | -14 | -1 | -11
20 | O=C(CN1C(=O)NC2(CCCC2)C1=O)Nc1nc2ccc(F)cc2s1 | -4 | -6 | -3 | 5 | -1 | 2 | -6 | 0 | -3
21 | N#Cc1c2ncn(CC(=O)c3ccc(Br)cc3)c(=O)c2c2n1CCC2 | -4 | 0 | 14 | -15 | -4 | -1 | 7 | 7 | -6
22 | O=C(O)c1ccccc1O | 1 | 1 | -12 | -7 | -3 | -1 | -2 | 23 | -5
23 | N#C/C(=C\C=C\c1ccccc1)C(=O)NCc1cccnc1 | 4 | -4 | 8 | -6 | 5 | -2 | -11 | 8 | 3
24 | CCN(CC)CCn1c(C)nc2ccccc21 | -5 | 1 | 18 | 5 | -3 | 4 | 0 | 18 | -15
25 | CC(=O)Nc1ccc(OCC(O)Cn2cncn2)cc1 (stereo not given) | -8 | 0 | 7 | -1 | 3 | -10 | -11 | -3 | -7
26 | O=C(c1cccc(Cl)c1)N1CCN(Cc2ccc3c(c2)OCO3)CC1 | -17 | 1 | 1 | 14 | -5 | -8 | -4 | 9 | -3
27 | Cc1ccc2[nH]c(-c3ccccc3)c(CN(C)C)c(=O)c2c1 | 1 | 1 | 0 | -9 | -12 | -3 | 30 | 0 | -20
28 | O=Cc1c(C(=O)O)n(CC(=O)O)c2ccccc12 | 0 | -2 | -1 | -5 | 14 | -1 | -4 | 4 | 7
29 | Cc1ccc(C2(C)NC(=O)N(CC(=O)Nc3ccccc3N3CCCCC3)C2=O)cc1 (stereo not given) | -10 | 2 | 20 | 9 | 8 | -9 | 10 | 21 | 9
30 | COc1ccccc1C1=NOC(Cn2c(=O)c3c(ncn3C)n(C)c2=O)C1 (stereo not given) | 2 | 0 | 20 | 8 | -6 | 15 | -14 | 4 | 7
31 | Cc1cccc(-c2sc(Nc3ccccc3)n[n+]2-c2ccc(F)cc2)c1 | -11 | -3 | 14 | 5 | -3 | 16 | 21 | 20 | -16
32 | COc1ccc(/C=C(\NC(=O)c2ccccc2)C(=O)N2CCN(C)CC2)cc1OC | -1 | -3 | 9 | -6 | -5 | 4 | 8 | 11 | 45
33 | N#Cc1c(-c2ccccc2)nc(-c2ccccc2)nc1N1CCOCC1 | -6 | -4 | -194 | 15 | -4 | -1 | 0 | 0 | -7
34 | O=C(NCc1ccco1)C12CC3CC(C1)CC(C(=O)NCc1ccco1)(C3)C2 | -1 | 0 | 13 | 1 | -10 | 5 | -15 | -8 | -4
35 | COC(=O)c1cc2sccc2n1Cc1nc(-c2cccc(Cl)c2)oc1C | -1 | 1 | 7 | 8 | -4 | 2 | -4 | -1 | 13
36 | CC(C)NC(=O)CSc1nc2ccccc2c(=O)n1CCCOC(C)C | -5 | 3 | 9 | -11 | -10 | 6 | 6 | 4 | 7
37 | COc1cc(-c2nc3ccccc3nc2-c2ccc(O)c(OC)c2)ccc1O | 0 | -29 | -51 | 10 | -5 | 4 | 18 | 27 | -25
38 | CCOC(=O)C1=C(N)OC2=C(C(=O)CCC2)C1c1cccnc1 (stereo not given) | -2 | -3 | 2 | -7 | -1 | 8 | -13 | 9 | -6
39 | COc1ccc(N2CCN(C(=O)[C@H](C)N3C(=O)C4CC=CCC4C3=O)CC2)cc1 (stereo not given in full) | -1 | 0 | 1 | -2 | 2 | 2 | -5 | 12 | -14
40 | O=C(CCN1C(=O)/C(=C/c2cccs2)SC1=S)Nc1ccc(O)cc1 | 6 | 13 | 30 | -2 | -4 | -4 | 12 | 29 | 2

Given screen by screen: entries from further up.
(37) COc1cc(-c2nc3ccccc3nc2-c2ccc(O)c(OC)c2)ccc1O
(38) CCOC(=O)C1=C(N)OC2=C(C(=O)CCC2)C1c1cccnc1 (stereo not given)
Assay by compound	37	38
SENP8 block-1	0	-2
SENP1 FRET inh	-29	-3
SENP8 block-2	-51	2
Apaf-1 inh	10	-7
HKDC1 inh	-5	-1
SENP7 inh	4	8
PfGluPho inh	18	-13
NALP3 yeast inh	27	9
SENP6 inh	-25	-6

Going on with the list.
# | canonical_smiles | SENP8 block-1 | SENP1 FRET inh | SENP8 block-2 | Apaf-1 inh | HKDC1 inh | SENP7 inh | PfGluPho inh | NALP3 yeast inh | SENP6 inh
41 | N#Cc1c2c(c(Nc3ccc(O)cc3)n3c1nc1ccccc13)CCC2 | -2 | -23 | 5 | -6 | -8 | -3 | 35 | 17 | -12
42 | O=C(CCCN1C(=O)C2CC=CCC2C1=O)Nc1ccccc1F (stereo not given) | 1 | 0 | -4 | -3 | -7 | 0 | -4 | 8 | -7
43 | COc1ccc(C(=O)NCCCNC(=O)c2cnccn2)cc1 | 1 | -1 | 12 | -5 | -3 | -2 | -8 | 21 | 12
44 | O=C(c1ccc(CSCc2ccccc2F)o1)N1CCN(c2ccc(N3CCOCC3)nn2)CC1 | 2 | -25 | -331 | 6 | -3 | -1 | -15 | 2 | -8
45 | CCCn1c(=O)c(C(=O)Nc2cccc(C)c2)c(O)c2ccccc21 | 15 | 2 | -38 | 7 | -7 | -4 | 14 | 19 | 1
46 | CCN(c1ccccc1)S(=O)(=O)c1cccc(C(=O)NCC2(N(C)C)CCCCC2)c1 | 4 | 2 | 14 | -1 | 2 | 0 | -4 | 19 | 7
47 | COc1ccccc1CNC(=O)C1CC(=O)N(c2ccc(C)c(C)c2)C1 (stereo not given) | -7 | 2 | 12 | -4 | -8 | 8 | 0 | 9 | 2
48 | COc1ccccc1-n1c2c(cc(C(=O)N3CCC(C)CC3)c1=O)C(=O)CC(C)(C)C2 | -1 | 2 | 4 | 2 | 3 | 2 | 0 | -3 | 0
49 | Cc1ccc(Cn2c(=O)n(CCC(=O)NCc3ccc4c(c3)OCO4)c(=O)c3ccccc32)cc1 | 3 | -1 | 12 | -5 | 0 | 4 | -5 | 12 | 5
